Screens deposited in PubChem by several laboratories.
GPR55 LPI antagonism: inhibition of LPI-stimulated GPR55 beta-arrestin translocation – imaging, U2OS, beta-arrestin-GFP, LPI agonist, primary screen (AID 2013) | U2OS GPR55 beta-arrestin-GFP translocation imaging, LPI antagonism; higher % means a stronger effect | inhibition, % at 10 µM, or IC50 in µM where a hit was titrated | actives 0.13% (n = 290,000);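 active means spots per cell inhibited over 60%, with over 100 cells counted and total cytoplasm intensity under 500,000; inconclusive means wells with under 100 cells, flagged as likely toxic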;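 further: U2OS cells stably carrying GPR55 and arrestin-GFP stimulated by 5 µM LPI near EC80; imaged beta-arrestin-GFP aggregate spots per cell after agonist stimulation; plate controls were LPI-stimulated DMSO wells for no effect and DMSO wells without LPI for full effect; some results filed as inactive read as strong as hits; confirmed hits need IC50 under 10 µM and bright autofluorescent wells are also inconclusive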
West Nile antiviral: West Nile virus antiviral activity, cell-based, CPE readout (AID 1621); one-dose CPE inhibition, % at 10 µM; IC50 in µM for titrated hits; West Nile virus-infected cells, CPE inhibition; higher % means a stronger effect; actives 0.02% (n = 290,000); in the data active means a potency from the dose series; inconclusive means CPE inhibition mostly from about 3.7% at the one dose, without a potency; inactive means the rest, 99 in 100 with CPE inhibition below about 2.2%; further: strong numbers were not always called active
HIV fusion peptide: cell-free HIV fusion peptide-binding blockers – biochemical, uHTS, fluorescence dequenching, primary screen (AID 1986); cell-free peptide binding, fluorescence dequenching, 30 min; higher % means a stronger effect; inhibition, % at 20 µM, or IC50 in µM where a hit was titrated; actives 0.3% (n = 290,000); in the data active means inhibition mostly above about 52%, no sharp cut-off; inactive means mostly below about 76%; further: some results filed as inactive read as strong as hits
GPR35 antagonists: inhibition of zaprinast-stimulated GPR35 beta-arrestin translocation – imaging, U2OS, beta-arrestin-GFP, zaprinast agonist, primary screen (AID 2058); inhibition, % at 10 µM, or IC50 in µM where a hit was titrated; actives 0.052% (n = 290,000); U2OS GPR35 beta-arrestin-GFP translocation imaging, zaprinast antagonism; higher % means a stronger effect;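 active means inhibition of at least 50% with at least 30 cells and total cytoplasm GFP at most 10,000,000; inconclusive means under 30 cells or total GFP of 10,000,000 plus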
GPR55 activation: selective activators of receptor GPR55 – imaging, U2OS cells, beta-arrestin-GFP redistribution, primary screen (AID 1961). actives 0.048% (n = 290,000). U2OS GPR55 beta-arrestin-GFP redistribution imaging; higher % means a stronger effect. activation, % at 10 µM; hits with a dose series show EC50 in µM;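 active means activation above 40% with more than 50 cells counted in the well; inconclusive means wells holding fewer than 50 cells, flagged as toxic or sparse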;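 further: U2OS osteosarcoma cells stably expressing GPR55 and beta-arrestin-GFP; plate controls were DMSO negative control for no effect and LPI positive control for full effect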
KOR beta-arrestin-1: kappa opioid receptor activators – cell-based, luminescence, uHTS, primary screen (AID 1777) | KOR beta-arrestin recruitment, luminescence; higher % means a stronger effect | one-dose activation, % at 10 µM; EC50 in µM for titrated hits | actives 0.02% (n = 280,000); in the data active means activation above about 50%, passing the limit was not always enough; further: a part of the inactive calls stands beside numbers as strong as those of hits
NS5 inhibitors: Dengue-2 NS5 methyltransferase inhibitors, primary screen, biochemical, confirmation dose response (AID 588689); Dengue-2 NS5 methyltransferase capping enzyme assay, biochemical; higher % means a stronger effect; inhibition, % at 25 µM, or IC50 in µM where a hit was titrated; actives 0.3% (n = 340,000); in the data active means a potency from the dose series; inconclusive means inhibition above about 29% without an active follow-up result
KOR beta-arrestin-2: KOR antagonists, beta-arrestin recruitment, cell-based, luminescence, uHTS (AID 1778); KOR beta-arrestin recruitment, luminescence, antagonist mode; higher % means a stronger effect; one-dose inhibition, % at 10 µM; IC50 in µM for titrated hits; actives 0.091% (n = 290,000); in the data active means inhibition above about 50%; further: strong numbers were not always called active
NOD1 NF-kB reporter: NOD1 signaling inhibitors, primary screen, cell-based, luminescence, uHTS (AID 1578). NOD1-driven NF-kB luciferase reporter cells, luminescence; higher % means a stronger effect. one-dose inhibition, % at 4 µM; EC50 in µM for titrated hits. actives 1% (n = 290,000); in the data active means inhibition mostly above about 36%, no sharp cut-off; inactive means mostly below about 34%;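 further: HEK-293T reporter cells stimulated with the NOD1 agonist gamma-tri-DAP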
NS5 inhibitors pilot replicate: second read-out of NS5 inhibitors, no call of its own (marks repeat the call); inhibition, %; measured here: pilot screen replicate inhibition
* = called active by the depositor; ? = inconclusive; / = no result given; [ ] = remark or other dose.

SMILES	GPR55 LPI antagonism	West Nile antiviral	HIV fusion peptide	GPR35 antagonists	GPR55 activation	KOR beta-arrestin-1	NS5 inhibitors	KOR beta-arrestin-2	NOD1 NF-kB reporter	others
CCC1(C)Cc2ccccc2-c2nc(NCCCO)n(C)c(=O)c21 (stereo unspecified)	-3%	0.5%	-0.4%	12%	-0.2%	-1.2%	-5%	37%	-9%
O=C(NCc1ccco1)C1CC(=O)N(c2cccc(Cl)c2)C1 (stereo unspecified)	-2%	-0.1%	1.8%	-4%	0.5%	1.2%	-6%	-20%	-20%
O=C1C(Cc2ccccc2)NC(=S)N1c1ccccc1 (stereo unspecified)	24%	0.1%	-3.4%	5%	-0.1%	1.1%	0%	9%	-19%
CC(=O)Nc1ccccc1C(=O)C(=O)Nc1cccc(C(=O)NC2CC2)c1	11%	0.1%	-0.9%	4%	0.3%	3.7%	0%	-8%	-19%
CCn1cc([N+](=O)[O-])c(C(=O)Nc2nc3ccc(OC)cc3s2)n1	3%	0.1%	1.7%	-6%	-0.1%	-2.2%	0%	-25%[20 µM]	-17%
Cc1oc2c(c1C(=O)O)C(=O)c1ccccc1C2=O	-3%	-0.8%	15%	-18%	-0.1%	2.1%	1%	9%	-31%
COc1ccc(N2CCc3c(C)nc4c(OC)cccc4c32)cc1	1%	-1.6%	-1.7%	25%	-0.3%	-2.5%	3%	-60%	-43%
Cc1ccc(OCC(=O)NC2CCCCCC2)cc1C	-1%	-0.6%	-0.6%	5%	-0.1%	-0.1%	-5%	22%	-34%
CCS(=O)(=O)c1nc(S(=O)(=O)c2ccc(C)cc2)c(N2CC(C)OC(C)C2)s1 (stereo unspecified)	-9%	1.9%	1.4%	11%	-0.2%	3.0%	2%	-16%	16%
Cc1cccc(NC(=S)NC(=O)c2oc3ccccc3c2C)n1	1%	0.4%	0.1%	3%	0.3%	1.2%	-3%	-11%	-36%
CCOc1ccc(CN2CCN(c3cc(C)nc4c5c(C)cc(C)nc5nn34)CC2)cc1	0%	-0.8%	-3.0%	-4%	0.2%	0.1%	/	17%	-20%
COC(=O)c1ccc(C2/C(=C(/O)c3ccc4c(c3)CC(C)O4)C(=O)C(=O)N2Cc2ccncc2)cc1 (stereo unspecified)	23%	-0.3%	0.1%	-5%	0.0%	-0.3%	-7%	-4%	2%
COc1ccc(-c2noc(N3CCC(C(=O)N(C)c4ccccc4C)CC3)n2)cc1	0%	0.2%	0.7%	-3%	0.5%	-1.4%	0%	-9%[20 µM]	13%
CCCCCN(C(=O)NC(=O)Nc1ccccc1C)S(=O)(=O)c1ccccc1	5%	-0.8%	-1.3%	-10%	0.1%	-7.1%	-3%	0%	-6%
CN(CCc1ccccc1)C(=O)c1cc(COc2cccc(C(F)(F)F)c2)on1	-7%	-0.5%	0.9%	-11%	-0.2%	7.0%	-5%	-50%	13%
O=C(N/N=C/c1ccc(N2CCOCC2)o1)c1ccccc1[N+](=O)[O-]	3%	-0.3%	0.0%	-6%	-0.1%	3.1%	-3%	-34%	-34%
COc1ccc(CCNC(=O)C2CC(=O)N(c3ccc(C(C)(C)C)cc3)C2)cc1OC (stereo unspecified)	13%	-1.3%	-1.3%	-3%	-0.1%	-2.2%	-12%	-37%[20 µM]	-11%
COc1ccc(C)cc1NC(=O)CN1CCCN(S(=O)(=O)c2ccc(Br)cc2)CC1	14%	-0.4%	-1.1%	-11%	-0.2%	-2.6%	-5%	-11%	-10%
N/C(=N\OCc1ccccc1)c1nonc1N	4%	-0.3%	-1.8%	17%	-0.4%	-2.3%	-8%	-34%	-4%
Cc1cc(NC(=O)c2ccccc2C)ccc1NC(=O)c1ccccc1Cl	4%	-0.6%	0.6%	14%	0.5%	0.7%	0%	-42%[20 µM]	-34%	NS5 inhibitors pilot replicate=3.0
N#CC(Sc1ccccn1)c1ccc(Cl)cc1 (stereo unspecified)	2%	-0.4%	-1.1%	-2%	0.0%	2.9%	-4%	7%	-38%
O=C1C(Cl)=C(NCc2cccnc2)C(=O)c2ccccc21	-8%	1.8%	-2.7%	-3%	-0.3%	-0.1%	3%	-13%	-8%
CN(CCCS(=O)(=O)[O-])c1ccc(/C=C/c2ccc3ccccc3[n+]2C)cc1	-1%	?	-1.5%	6%	-0.2%	0.8%	1%	-22%	-6%
Cc1ccnc(N2CCCC(C(=O)NC3CC3)C2)n1 (stereo unspecified)	21%	-0.4%	0.7%	-3%	0.1%	-5.6%	-12%	1%	10%
CCOc1ccc(N2C(=O)CC(NCC3CCCO3)C2=O)cc1 (stereo unspecified)	-3%	1.6%	2.7%	-2%	0.0%	/	-10%	-6%[20 µM]	-4%

The list goes on, starting with the last four of the part before.
SMILES	GPR55 LPI antagonism	West Nile antiviral	HIV fusion peptide	GPR35 antagonists	GPR55 activation	KOR beta-arrestin-1	NS5 inhibitors	KOR beta-arrestin-2	NOD1 NF-kB reporter	others
O=C1C(Cl)=C(NCc2cccnc2)C(=O)c2ccccc21	-8%	1.8%	-2.7%	-3%	-0.3%	-0.1%	3%	-13%	-8%
CN(CCCS(=O)(=O)[O-])c1ccc(/C=C/c2ccc3ccccc3[n+]2C)cc1	-1%	?	-1.5%	6%	-0.2%	0.8%	1%	-22%	-6%
Cc1ccnc(N2CCCC(C(=O)NC3CC3)C2)n1 (stereo unspecified)	21%	-0.4%	0.7%	-3%	0.1%	-5.6%	-12%	1%	10%
CCOc1ccc(N2C(=O)CC(NCC3CCCO3)C2=O)cc1 (stereo unspecified)	-3%	1.6%	2.7%	-2%	0.0%	/	-10%	-6%[20 µM]	-4%
Cc1cc(-c2ccccc2)c(C#N)c(=S)[nH]1	-1%	-0.6%	7.4%	6%	0.8%	2.7%	-4%	14%	-18%
Cc1ccc(Nc2nnc(SCC(=O)Nc3cccc(S(=O)(=O)NC4=NCCCCC4)c3)s2)c(C)c1	-2%	-0.6%	-2.7%	-2%	-0.3%	5.2%	-2%	0%	7%
CCOc1ccccc1N(C)C(=O)Cn1ncc2c([nH]c3ccccc32)c1=O	7%	0.1%	0.0%	-6%	0.6%	3.4%	-8%	-1%	-24%
O=Cc1ccc(OC(=O)/C=C/c2ccccc2)cc1	3%	0.5%	4.1%	-13%	0.3%	1.3%	-2%	-2%	-14%
Cc1ccc(N2C(=O)C3CCC(C)(C2=O)C3(C)C)cc1 (stereo unspecified)	-1%	0.0%	-0.1%	2%	-0.1%	2.1%	-1%	6%	-7%
O=C1CN(C(=O)COC(=O)CNC(=O)c2ccc(Cl)cc2)c2ccccc2N1	8%	0.3%	1.8%	1%	-0.4%	-6.4%	-6%	-14%	-26%
COCCN(C(=S)Nc1ccc(C(C)C)cc1)C(C)c1cccs1 (stereo unspecified)	4%	-0.5%	-0.8%	13%	0.0%	2.5%	-5%	16%	2%
Cc1ccccc1/C=C\c1nc2ccccc2c(=O)n1Cc1ccccc1	3%	-0.9%	0.1%	-5%	-0.2%	5.3%	-3%	-5%	56%
Cc1ccc(Cl)cc1NC(=O)COC(=O)Cn1cnc2c1c(=O)n(C)c(=O)n2C	6%	-0.8%	2.2%	0%	0.2%	1.0%	-4%	-21%	-32%
O=C(c1cccc(F)c1)N1CCN(c2ccc([N+](=O)[O-])c(N3CCOCC3)c2)CC1	-4%	0.2%	-1.6%	-7%	-0.2%	-1.1%	2%	-12%	2%
CCOC(=O)C1CCCN1C(=O)c1ccc(OC)c(Br)c1 (stereo unspecified)	6%	-0.4%	-2.7%	-1%	0.2%	2.2%	0%	-5%	7%
O=C(O)CSc1cc(C(=O)c2ccccc2O)cn2c(=O)c3c4c(sc3nc12)CCCC4	6%	0.4%	21µM*	-5%	-1.5%	-1.1%	94µM*	2%	-9%
O=C(Nc1ccncc1)c1cc(-c2ccccn2)nc2ccccc12	-20%	-0.1%	2.8%	-2%	-0.6%	0.7%	1%	-2%	-6%
CCOC(=O)N1CCN(C(=O)CS(=O)(=O)c2cn(Cc3ccccc3C)c3ccccc23)CC1	1%	-0.5%	1.5%	0%	-0.1%	-0.9%	3%	-15%	-15%
COc1ccc(NC(=O)CN2CCN(C(=O)N3CCOCC3)CC2)cc1	-7%	0.0%	0.2%	9%	0.2%	4.7%	12%	-25%	21%
CC(=O)OCC(=O)[C@@]1(O)CC[C@H]2[C@@H]3CCC4=CC(=O)C=C[C@]4(C)[C@H]3C(=O)C[C@@]21C	2%	0.0%	1.2%	-17%	-0.1%	0.3%	-3%	1%	-6%
O=C(CCC1CCCC1)N=C1SC2CS(=O)(=O)CC2N1c1ccccc1F (stereo unspecified)	-20%	-0.2%	-1.5%	4%	-0.2%	-7.4%	-6%	33%	-4%
Cc1ccc(SCCNC(=O)c2ccc(C)c(S(=O)(=O)Nc3ccccc3C)c2)cc1	22%	-0.7%	-3.9%	5%	0.2%	1.1%	2%	13%	/
CCOCC(=O)Nc1ccc([N+](=O)[O-])cc1C	0%	0.1%	-1.3%	-5%	0.0%	-3.4%	-5%	6%	-12%
CC(C)NC(=O)NC(=O)COC(=O)c1cc(S(=O)(=O)N2CCCCC2)ccc1N1CCOCC1	17%	0.3%	-1.6%	-1%	-0.1%	-8.7%	-6%	24%	2%
COc1ccccc1CCc1nnc(N)s1	-7%	0.4%	-0.4%	8%	-0.2%	0.4%	-3%	-10%	-19%
COc1ccc(S(=O)(=O)N(CCCN2CCOCC2)Cc2cccc3ccccc23)cc1	17%	-0.2%	-2.5%	15%	0.3%	9.3%	2%	-28%	15%
NC(=O)CC(NC(=O)c1cccc(Br)c1)c1ccc(N2CCC(N3CCCC3)CC2)c([N+](=O)[O-])c1 (stereo unspecified)	2%	0.1%	-2.1%	0%	-0.1%	-0.7%	-3%	36%	-5%

Quoted at random: 2 compounds from above
SMILES	GPR55 LPI antagonism	West Nile antiviral	HIV fusion peptide	GPR35 antagonists	GPR55 activation	KOR beta-arrestin-1	NS5 inhibitors	KOR beta-arrestin-2	NOD1 NF-kB reporter	others
O=C(CCC1CCCC1)N=C1SC2CS(=O)(=O)CC2N1c1ccccc1F (stereo unspecified)	-20%	-0.2%	-1.5%	4%	-0.2%	-7.4%	-6%	33%	-4%
COc1ccc(S(=O)(=O)N(CCCN2CCOCC2)Cc2cccc3ccccc23)cc1	17%	-0.2%	-2.5%	15%	0.3%	9.3%	2%	-28%	15%

An excerpt; count on the stated rates, not on these rows.
